Bioassay records deposited in PubChem BioAssay by several laboratories.
S1P1 ag pot – activates or potentiates agonism at human S1P1 receptor. S1P1 CRE-bla cells, forskolin, beta-lactamase FRET, potentiator mode; S1P1 agonist co-added at EC20, 2 nM; 100% = saturating reference agonist, 0% = basal. activation, % at 9.5 µM. 56,000 compounds, 0.57% hits. AID 449;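 active means activation above a cutoff set at the mean activation of all tested compounds plus 3 SD, cut at about 54% in these data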;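 further: forskolin at 4 µM as EC80 and the EC20 agonist is SEW2871; 100% = SEW2871 at its EC100 plus forskolin at EC80; some compounds past the cut are filed as inactive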
5HT1a antag – blocks the human serotonin 5-HT1a receptor | P08908 | CHO 5-HT1a Ga15 NFAT-bla reporter, antagonist mode | inhibition, % at 10 µM | 62,000 compounds, 0.68% hits | AID 612;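 active means inhibition above the mean of all tested compounds plus 3 SD, cut at about 43% in these data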;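 further: receptor stimulated by 5-CT agonist at 100 nM near EC80; beta-lactamase reporter measured by ratiometric fluorescence of a cleavable substrate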
S1P3 ag – activates the human S1P3 receptor; S1P3 NFAT-BLA reporter cells, agonism, FRET ratio; relative to 1 µM S1P, basal subtracted; 60,000 compounds, 0.1% hits; Q99500; activation, % at 4.5 µM;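 active means activation above the screen-wide mean plus 3 SD, cut at about 4.5% in these data, passing the limit was not always enough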; further: some compounds called inactive have numbers as strong as hits
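Material: Human S1P3 NFAT-BLA reporter CHO cells | Incubation: Overnight plating, 4 h compound 37 °C, 2 h substrate RT | Signal: FRET β-lactamase substrate fluorescence, excitation 405 nm, 460/535 nm emission ratio, background-subtracted | Compound: 4.5 µM final, single dose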
M1 antagonist – antagonists of rat M1 muscarinic receptor | CHO-M1 cells, Fluo-4 calcium, ACh EC80 antagonist mode; hits give low values | B-score at 10 µM | 64,000 compounds, 3.4% hits | AID 628;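 active means calcium fluorescence response, raw or row-and-column corrected B-score, differing from the plate sample mean either way at a set confidence level, mostly lower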
Target sequence (P08482 whole entry, looked up): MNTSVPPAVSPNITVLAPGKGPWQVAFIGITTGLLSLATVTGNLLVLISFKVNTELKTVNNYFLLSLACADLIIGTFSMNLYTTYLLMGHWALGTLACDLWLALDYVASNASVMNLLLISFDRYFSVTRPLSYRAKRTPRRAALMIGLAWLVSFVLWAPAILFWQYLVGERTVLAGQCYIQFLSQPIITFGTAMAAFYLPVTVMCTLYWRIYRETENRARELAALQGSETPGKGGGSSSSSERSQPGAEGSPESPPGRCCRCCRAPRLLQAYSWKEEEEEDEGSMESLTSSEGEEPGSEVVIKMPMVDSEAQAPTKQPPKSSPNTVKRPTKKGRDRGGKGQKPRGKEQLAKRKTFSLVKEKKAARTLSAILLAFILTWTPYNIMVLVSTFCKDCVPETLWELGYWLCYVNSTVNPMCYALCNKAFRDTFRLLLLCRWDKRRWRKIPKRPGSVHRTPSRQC
HTR1E agonist – agonists of human 5-HT1E serotonin receptor. AID 574. 65,000 compounds, 0.69% hits. activation, % at 6 µM. P28566. CHO 5-HT1E Ga15 NFAT-bla reporter, FRET; 0% DMSO wells, 100% control agonist wells;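 active means activation above a set limit, the screen-wide mean activation plus 3 SD, cut at about 8.5% in these data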;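 further: 100% = positive control agonist at 1 µM giving full maximal response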
Target sequence (P28566 whole entry, looked up): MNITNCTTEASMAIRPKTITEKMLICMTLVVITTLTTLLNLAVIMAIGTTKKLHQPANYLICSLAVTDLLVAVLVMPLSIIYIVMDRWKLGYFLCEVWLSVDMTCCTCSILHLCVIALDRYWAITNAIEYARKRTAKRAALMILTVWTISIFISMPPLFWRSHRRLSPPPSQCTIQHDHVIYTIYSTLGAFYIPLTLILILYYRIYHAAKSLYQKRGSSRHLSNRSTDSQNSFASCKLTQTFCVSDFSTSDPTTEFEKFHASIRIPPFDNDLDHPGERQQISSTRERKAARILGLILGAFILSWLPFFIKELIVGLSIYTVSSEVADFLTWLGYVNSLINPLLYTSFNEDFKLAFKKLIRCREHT
5HT1a ag – agonists of human 5-HT1a serotonin receptor. CHO 5-HT1a Ga15 NFAT-bla reporter, FRET ratio; 0% basal, 100% maximal reference agonist. activation, % at 10 µM. 65,000 compounds, 0.56% hits;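 active means activation above the screen-wide mean activation plus 3 SD, cut at about 19% in these data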;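 further: 0% = DMSO wells and 100% = 5-CT at EC100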
Jurkat viability – cytotoxic compounds reducing Jurkat cell viability; Jurkat E6.1 viability, ATP luminescence, 48 h; inhibition, % at 4 µM; 56,000 compounds, 1.2% hits;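 active means inhibition above the mean inhibition of all tested compounds plus 3 SD, cut at about 28% in these data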
M1 agonist – activates the M1 muscarinic receptor; 64,000 compounds, 3% hits; B-score at 10 µM; CHO-M1 cells, Fluo-4 calcium fluorescence, agonist mode; hits give high values;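 active means fluorescence rise, raw or as B-score row- and column-corrected plate score, outside the 99.7% band of its plate's samples, either direction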
5HT1E antag – antagonists of human 5-HT1E serotonin receptor. P28566. CHO 5-HT1E Ga15 NFAT-bla reporter, FRET, antagonist. inhibition, % at 6 µM. 65,000 compounds, 0.99% hits;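 active means inhibition above a set limit, the mean inhibition across every tested compound plus 3 SD, cut at about 29% in these data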;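 further: signal is the 460 over 535 nm emission ratio of beta-lactamase substrate; 0% = agonist plus DMSO wells and 100% = wells without agonist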
An asterisk follows results filed as active; / = not tested or not shown. Random draw from the library; overall some 8.9% were active at least once.

compound | HTR1E agonist | 5HT1E antag | S1P3 ag | S1P1 ag pot | 5HT1a antag | M1 antagonist | M1 agonist | Jurkat viability | 5HT1a ag
O=C(Nc1ccc(S(=O)(=O)N2CCCCCC2)cc1)C1CCCO1 (configuration not stated) | -0.7 | -1.7 | -0.1 | -14.2 | -5.3 | -3.16* | -0.00326 | 1.1 | -2.3
O=C(Cn1c(=O)oc2ccccc21)Nc1ccc2c(c1)OCCO2 | 0.0 | -5.7 | -0.3 | -8.3 | 0.2 | 0.036 | -0.00746 | 1.5 | -2.2
O=C1CC(N2CCN(Cc3ccccc3)CC2)C(=O)N1c1ccccc1 (configuration not stated) | -0.4 | -12.7 | -1.3 | -19.1 | -3.0 | -0.106 | 0.137 | -1.3 | 0.8
COc1ccccc1NC(=O)C1=C(C)Nc2nnnn2C1c1cc(Br)ccc1OC (configuration not stated) | 0.7 | -4.1 | -0.7 | -14.6 | 19.9 | 0.353 | -0.65 | 6.8 | -1.4
Cn1c2c(c(=O)n(C)c1=O)C(c1ccc(Br)cc1)Nc1ccccc1O2 (configuration not stated) | 1.3 | 2.6 | 0.2 | 3.0 | 18.0 | -0.144 | -2.18 | -4.9 | 0.8
Cc1ccc(C)c2[nH]c(=O)c(CCNC(=O)C(C)(C)C)cc12 | 0.2 | 1.8 | -0.1 | -4.9 | -5.4 | 1.14 | -0.202 | -3.4 | -1.0
Cn1c(=O)n(C)c2cc(S(=O)(=O)O)ccc21 | -0.1 | 4.2 | -1.0 | -8.0 | -2.2 | -0.749 | -0.334 | 2.0 | -2.4
COc1ccc(S(=O)(=O)CCC(=O)N2CC(=O)N(CCc3ccccc3)C(=O)C2)cc1 | -0.5 | -14.7 | -0.1 | -18.8 | 1.9 | 0.268 | -0.463 | 1.4 | -2.8
C=CCNC(=O)C12CC3CC(C1)CC(C(=O)NCC=C)(C3)C2 | -0.4 | 8.9 | -1.4 | 11.8 | 8.7 | 0.561 | 0.0241 | 15.9 | -4.5
COc1ccc(-c2[nH]nc3c2C(c2ccccc2OC(=O)N2CCOCC2)C(C#N)=C(N)O3)cc1 (configuration not stated) | -0.1 | 0.6 | -0.6 | -25.3 | 9.8 | -0.854 | 0.617 | 8.1 | -3.1

Nothing new here: an excerpt of the list.
compound | HTR1E agonist | 5HT1E antag | S1P3 ag | S1P1 ag pot | 5HT1a antag | M1 antagonist | M1 agonist | Jurkat viability | 5HT1a ag
Cc1ccc(C)c2[nH]c(=O)c(CCNC(=O)C(C)(C)C)cc12 | 0.2 | 1.8 | -0.1 | -4.9 | -5.4 | 1.14 | -0.202 | -3.4 | -1.0
Cn1c(=O)n(C)c2cc(S(=O)(=O)O)ccc21 | -0.1 | 4.2 | -1.0 | -8.0 | -2.2 | -0.749 | -0.334 | 2.0 | -2.4
COc1ccc(S(=O)(=O)CCC(=O)N2CC(=O)N(CCc3ccccc3)C(=O)C2)cc1 | -0.5 | -14.7 | -0.1 | -18.8 | 1.9 | 0.268 | -0.463 | 1.4 | -2.8
C=CCNC(=O)C12CC3CC(C1)CC(C(=O)NCC=C)(C3)C2 | -0.4 | 8.9 | -1.4 | 11.8 | 8.7 | 0.561 | 0.0241 | 15.9 | -4.5
COc1ccc(-c2[nH]nc3c2C(c2ccccc2OC(=O)N2CCOCC2)C(C#N)=C(N)O3)cc1 (configuration not stated) | -0.1 | 0.6 | -0.6 | -25.3 | 9.8 | -0.854 | 0.617 | 8.1 | -3.1

Going on with the list.
compound | HTR1E agonist | 5HT1E antag | S1P3 ag | S1P1 ag pot | 5HT1a antag | M1 antagonist | M1 agonist | Jurkat viability | 5HT1a ag
CCOC(=O)C1CCN(C(=O)CN(c2ccc3c(c2)OCO3)S(C)(=O)=O)CC1 | -0.2 | 3.3 | 0.3 | 20.1 | -9.3 | 0.76 | -0.0376 | 1.5 | -0.2
CCOc1cc(C)c(Cl)cc1S(=O)(=O)NCc1ccc2c(c1)OCO2 | 0.1 | 1.2 | 0.0 | -0.7 | 20.5 | -0.00107 | 0.165 | 11.4 | -2.4
Cc1nc2ncnn2c(C)c1Cc1ccc(Cl)cc1F | 0.4 | -0.6 | -0.7 | -5.6 | -10.3 | 0.383 | 0.841 | -5.2 | -0.2
COc1cccc(N2C(=O)Nc3ccccc3C2(O)C(=O)NCc2ccc3c(c2)OCO3)c1 (configuration not stated) | 0.0 | -11.8 | / | / | -15.2 | 0.124 | -0.718 | / | -0.6
CCC(C(=O)NC1CCCC1)N(C(=O)Cn1nnc(-c2ccc(C)o2)n1)c1cnc2ccccc2c1 (configuration not stated) | 1.1 | 1.5 | -0.3 | -0.2 | -13.6 | -0.812 | -1.04 | -1.4 | 0.5
O=C(NCCSCc1ccccc1)c1cc(S(=O)(=O)N2CCOCC2)ccc1F | 0.1 | -5.9 | -0.3 | 6.0 | 5.7 | 0.456 | -1.46 | 6.2 | -1.4
O=c1c2ccccc2nc(-c2ccoc2)n1CCc1ccccc1 | 0.2 | 5.5 | -0.4 | -13.0 | 23.2 | / | / | 15.4 | 0.1
CCOCCCNS(=O)(=O)c1ccc(Br)cc1 | 0.0 | -4.9 | -1.4 | / | -8.8 | / | / | -0.5 | -1.5
CC1NC(=O)NC1CCCCCC(=O)NCCc1ccccc1 (configuration not stated) | 0.4 | -9.4 | 0.3 | 0.0 | -9.7 | 0.119 | -0.214 | -2.6 | -2.5
COC(=O)c1ccc(CSc2nnc3n(Cc4ccccc4OC)c(=O)c4ccccc4n23)o1 | -0.8 | -5.1 | 1.1 | 10.0 | 19.8 | -1.62 | -1.06 | -5.7 | 2.0
COC(=O)c1ccccc1S(=O)(=O)Nc1ccc(OC)nc1 | 0.1 | 5.3 | 0.8 | -0.4 | -7.2 | 0.189 | -0.353 | -2.0 | -0.1
CC(C)C(=O)Nc1ccc(NC(=O)c2cccs2)cn1 | -0.3 | 12.5 | -0.4 | 6.5 | 13.4 | -0.323 | -0.957 | 4.0 | -2.9
CCOC(=O)CC(=O)CSc1ccc2nnc(-c3cccc(F)c3)n2n1 | 0.4 | -1.0 | -0.5 | 1.6 | 1.9 | 0.114 | -0.584 | 6.6 | -2.4
C/C(NC(=O)c1ccccc1)=C1/C(=O)CC2C1C2(C)C (configuration not stated) | -0.2 | -1.6 | -0.6 | -11.3 | 9.9 | -0.0833 | -0.735 | -0.3 | -0.1
Fc1ccc(Nc2nc(N3CCOCC3)c3ccccc3n2)cc1 | -0.2 | -5.9 | / | / | 13.9 | -0.512 | -0.732 | / | 0.1
COc1ccccc1CC(NC(C)=O)C(=O)NC1CCN(c2nnnn2-c2ccccc2)CC1 (configuration not stated) | -0.1 | 5.3 | -0.5 | -27.9 | 1.0 | 0.242 | -0.579 | -2.1 | -1.5
O=C(COc1ccccc1Cl)Nc1ccc(Cl)cn1 | 0.2 | -4.7 | -0.2 | -7.4 | 18.3 | / | / | -5.6 | -0.5
O=C(c1cnn2c(C(F)F)cc(C3CC3)nc12)N1CCOCC1 | 0.1 | 6.7 | -0.4 | -3.9 | 2.0 | 0.402 | 0.00341 | -5.0 | 0.6
CCCCCC1NC(=O)NC1CCCCCC(=O)O (configuration not stated) | 0.1 | -4.4 | -0.3 | 6.2 | -5.0 | 0.0151 | 1.12 | -12.2 | -1.9
O=C1NCCCC1C(=O)Nc1cccc(C(F)(F)F)c1 (configuration not stated) | 0.4 | -8.8 | -1.2 | -7.3 | -8.6 | -0.632 | -0.0659 | 0.7 | 0.5
Cc1cccc(OCc2nnc(SCC(=O)c3cccs3)n2C)c1C | 0.7 | -3.3 | -0.8 | 28.4 | 11.7 | 0.262 | -0.0793 | 2.1 | -1.0
Cc1cccc(NC(=O)CSCc2c(C)noc2C)c1C | -0.3 | -10.5 | -0.7 | 11.0 | 4.2 | 0.406 | 0.902 | 6.2 | -5.0
NC(=O)C1CCN(C(=O)c2cnn(-c3ccccc3)c2NC(=O)c2ccco2)CC1 | -0.9 | 18.7 | -1.2 | / | 18.7 | 0.55 | 0.012 | 3.5 | -3.3
CCCCC(=O)Nc1ccc(NC(=O)CCCC)nc1 | -0.3 | 0.8 | 0.9 | -2.5 | 5.4 | 0.473 | 1.57 | 7.7 | -4.1
O=C(Nc1ncc(Cc2ccccc2)s1)c1cccs1 | 0.0 | 5.9 | -1.4 | 3.1 | -6.5 | 0.901 | 0.545 | 2.9 | -0.4
O=C(CSc1nnc(COc2ccc(Cl)cc2)o1)N1CCN(c2ccccc2)CC1 | -0.1 | 8.8 | -1.9 | 12.0 | -0.5 | -0.0112 | -0.0376 | -4.9 | -0.6
Cc1cccc(N2CCN(C(c3cccs3)c3nnnn3C(C)(C)C)CC2)c1C (configuration not stated) | -1.4 | 16.2 | / | / | 16.4 | 1.03 | 0.178 | / | -0.2
Cc1ccc2c(c1)N(C(=O)CCC(=O)N1CCc3ccccc3C1)CCO2 | -0.1 | 6.0 | -1.7 | 9.3 | 4.6 | / | / | -9.1 | -3.1
CC(=O)NC1(C(F)(F)F)C(=O)NC(C)=C1C#N (configuration not stated) | -0.7 | 1.6 | -1.1 | 11.2 | -3.4 | 0.4 | -0.239 | -4.8 | -3.2
Cc1c(/C=N/n2cnnc2)c2ccccc2n1C | 0.5 | -0.5 | -1.0 | / | 7.2 | 0.111 | 0.0163 | 1.4 | 0.8
O=C(NCCN1CCCC1)C1CC(=O)N(C2CCCCC2)C1 (configuration not stated) | -0.1 | -1.9 | -1.0 | -8.4 | 1.5 | -0.00761 | 0.0856 | -6.6 | -4.8
COc1ccc2[nH]cc(C(O)CN3CCN(c4ccccc4)CC3)c2c1 (configuration not stated) | 0.2 | -4.1 | -0.9 | -16.0 | 13.1 | -0.204 | -0.714 | 0.4 | 1.0
COc1ccc(N(CC(=O)N2c3ccccc3CC2C)S(=O)(=O)c2c(C)noc2C)cc1 (configuration not stated) | -0.2 | -3.4 | -1.2 | -11.0 | 21.8 | 0.897 | -0.255 | 3.4 | -0.4
CCOC(=O)COc1ccc(Cl)cc1C1NC(=O)NC(C)=C1C(C)=O (configuration not stated) | 0.9 | -9.8 | 0.1 | / | -9.8 | 0.687 | 1.9 | -2.2 | 2.7
O=C1c2ccccc2NC(c2ccccc2)N1Cc1ccco1 (configuration not stated) | 0.3 | 9.1 | -0.7 | -23.2 | -1.4 | 0.281 | -0.137 | 2.4 | 0.1
O=C(CCCn1c(=O)[nH]c2ccsc2c1=O)N1CCN(Cc2ccc3c(c2)OCO3)CC1 | -1.4 | -1.9 | / | / | 4.6 | 0 | -0.00398 | / | -1.3
CS(=O)(=O)N(CC(=O)N1CCOCC1)Cc1ccc(Cl)cc1 | 0.9 | -2.8 | -1.5 | / | -0.9 | 1.63 | -0.823 | -3.9 | -0.4
CCCCOc1ccc(C(=O)Oc2ccc(C)nc2)cc1 | 0.8 | -4.0 | / | / | -16.0 | -0.487 | 0.33 | / | -0.1
O=C(CNS(=O)(=O)c1cccs1)N1CCCC1 | -0.7 | 2.0 | -0.8 | -8.3 | -8.6 | 0.0405 | 0.489 | -1.8 | -2.2
Cn1c(=O)c2c(nc(CN3CCOCC3)n2CCCc2ccccc2)n(C)c1=O | -0.1 | 8.3 | / | / | 5.4 | 1.29 | -0.635 | / | 0.2
COc1ccc(Cl)c(NCCC(=O)O)c1 | 0.1 | 0.9 | 0.2 | 7.5 | -13.6 | 0.398 | 0.979 | -6.5 | 2.0
